Giardia FBPA inh – qHTS Assay for Inhibitors of Fructose-1,6-bisphosphate Aldolase from Giardia Lamblia; Potency, µM (series often up to 59.6 µM), without a hit: top-dose activity, negative = inhibition, actives largely listed as inhibitors; A8B2U2; AID 2451, 2010; purified Giardia FBPA; 290,000 compounds, 0.71% hits; also: potency is read from the fitted curve at half-maximal effect; % is scaled to controls: 0 for no effect and ±100 for the full control effect; nearly all actives have a fitted effect of over 55% in size
Target sequence (A8B2U2 whole entry, looked up): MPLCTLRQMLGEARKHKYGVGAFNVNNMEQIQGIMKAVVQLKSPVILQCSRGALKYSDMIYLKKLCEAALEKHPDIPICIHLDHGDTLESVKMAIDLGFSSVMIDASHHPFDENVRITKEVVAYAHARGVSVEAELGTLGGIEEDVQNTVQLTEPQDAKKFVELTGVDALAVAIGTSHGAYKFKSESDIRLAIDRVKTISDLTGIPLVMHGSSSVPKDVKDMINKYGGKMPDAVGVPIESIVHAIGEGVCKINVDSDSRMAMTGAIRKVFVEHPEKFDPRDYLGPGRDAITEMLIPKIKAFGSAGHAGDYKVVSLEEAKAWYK
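Giardia FBPA (40 nM reagent) was preincubated 10 min at RT with compound (up to 57.5 uM final), then substrate plus GAPDH/TPI/NAD/arsenate coupling system with diaphorase/resazurin was added; resorufin fluorescence (525/598 nm) was read after 20 min.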
Shiga toxin inh – A qHTS for Small Molecule Inhibitors of Shiga Toxin; Vero cells, Shiga toxin protein synthesis inhibition reporter; inhibition, % at 38.7 µM; AID 2315, 2010; 290,000 compounds, 9.2% hits; in the data active = inhibition mostly above about 28%, no sharp cut-off; inactive = mostly below about 43%; also: 0% is about no effect
Pf growth 48h – Primary qHTS for delayed death inhibitors of the malarial parasite plastid, 48 hour incubation; P. falciparum luciferase growth in erythrocytes, 48 h; Potency, µM (series often up to 28.7 µM), for inactives: at the top dose activity change, negative = inhibition, hits mostly inhibitors; 310,000 compounds, 5.9% hits; AID 504832, 2011; also: potency is read from the fitted curve at half-maximal effect; % is scaled to controls: 0 for no effect and ±100 for the full control effect
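Firefly luciferase activity from engineered P. falciparum reports growth; inhibitors lower the luminescent signal. Cultures contained 2% hematocrit erythrocytes at 0.1% final parasitemia.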
Pf growth 96h – Primary qHTS for delayed death inhibitors of the malarial parasite plastid, 96 hour incubation; P. falciparum luciferase reporter growth, 96 h; Potency, µM (doses to about 28.7 µM), without a hit: top-dose activity change, negative = inhibition, actives largely listed as inhibitors; 320,000 compounds, 6.9% hits; AID 504834, 2011; also: potency is read from the fitted curve at half-maximal effect; % is scaled to controls: 0 for no effect and ±100 for the full control effect
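Delayed-death screen, second-generation endpoint: infected erythrocytes, 2% hematocrit, 0.05% parasitemia final; 96 hours at 37 C, 5% CO2; luciferase detection reagent; luminescence decrease equals reduced growth.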
CHX counter – Cycloheximide Counterscreen for Small Molecule Inhibitors of Shiga Toxin | cell reporter, cycloheximide protein synthesis inhibition counterscreen | 300,000 compounds, 12% hits | max response, % | AID 2314, 2010; in the data active = max response mostly above about 13%, no sharp cut-off; inactive = mostly below about 14%; also: read at 38.3 µM for the half of the compounds with a filed dose; 0% is about no effect
Sm TGR block – qHTS Assay for the Inhibitors of Schistosoma Mansoni Peroxiredoxins | purified TGR, DTNB reduction, TNB absorbance 405 nm | Potency, µM (series often up to 114 µM), inactives show at the top dose activity change, negative = inhibition, actives largely listed as inhibitors | 360,000 compounds, 3% hits | AID 485364, 2010; also: potency is read from the fitted curve at half-maximal effect; % is scaled to controls: 0 for no effect and ±100 for the full control effect; nearly all actives have a fitted effect of over 60% in size
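TGR 20 nM + NADPH 100 uM (dispensed conc.), cpd preinc 15 min RT; start with NADPH (500 uM addition) then DTNB (15 mM addition). Kinetic TNB absorbance, 405 nm filter. Four-parameter Hill fit across titration.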
* hit, by the source's call; ? = inconclusive; / = not tested or not shown; & = joins results of further samples; [ ] = dose if it differs, or a comment. Unless noted, calls follow the shape of the dose curve; as a rule, active = well fitted curve in the direction sought with a large enough effect; inconclusive = small, poorly fitted or top-dose-only effect, or another doubt; inactive = no such curve, though single readings can be large; an effect the other way counts as inactive or inconclusive. This is a random part of the collection, and some 24% of all compounds hit somewhere here.

SMILES	Giardia FBPA inh	Shiga toxin inh	Pf growth 48h	Pf growth 96h	CHX counter	Sm TGR block
N#C/C(=C\c1ccc(O)c(O)c1)C(=O)NCc1ccccc1	3%&-1%	/	?	?	/	-8%
C/C(=N\NC(=O)c1cccc(O)c1)c1ccc(NC(=O)Cc2ccccc2)cc1	/	69*	2%	-13%	34*	3%
O=C(O)CCNC(=O)/C(=C\C=C\c1ccccc1)NC(=O)c1ccccc1	2%	12	?	7%	1	4%
COC(=O)c1ccccc1NC(=O)CSc1nc(O)cc(=O)n1C1CCCC1	12%	-12	-20%	?	1	12%
Cc1ncsc1C(=O)N1CCCC(C(=O)c2ccc3ccccc3c2)C1 (configuration not stated)	5%	-3	-14%	-29%	-2	-24%
COc1ccc(NC(=O)CN2C(=O)COc3ccc(S(=O)(=O)N4CCCCC4)cc32)c(OC)c1	2%	-3	?	?	6	-12%
CCOc1nc(-c2ccccc2)c2cc(Br)ccc2n1	2%	-3	13%	0%	-2	-1%
Nn1c(-c2cccc([N+](=O)[O-])c2)nc2ccccc2c1=O	-5%	-7	-18%	9%	1	0%
Cc1ccc(S(=O)(=O)NCCC(=O)OCC(=O)Nc2cccc(S(=O)(=O)NC3=NCCCCC3)c2)cc1	5%	14	-1%	81%[activator]	10	24%
CC(C)CN(C(=O)CN(C)C(=O)c1ccco1)c1c(N)n(CC(C)C)c(=O)[nH]c1=O	/	/	?	11%	/	-2%
Cc1onc(-c2ccccc2Cl)c1C(=O)Nc1cccc(-c2cn3cccnc3n2)c1	0%	-4	0%	91%[activator]	0	3%
CN(C(=O)CSc1nnc2ccccn12)C1CCS(=O)(=O)C1 (configuration not stated)	2%	-3	-4%	/	2	-18%
CCOC(=O)c1cc(-c2nnc(SCC(=O)Nc3ccc(F)cc3)o2)c(C)nc1C	9%	-5	/	12µM*	-2	11%[11.4 µM]
CC(OC(=O)CCN=C1NS(=O)(=O)c2ccccc21)C(=O)Nc1ccc(S(N)(=O)=O)cc1 (configuration not stated)	/	/	-1%	1%	/	-3%
Cc1c(O)ccc(C(=O)CN2CCN(Cc3ccc4c(c3)OCO4)CC2)c1O	-26%	-2	-24%	12µM*	1	?
CCCCn1c(N)c(N(CC(C)C)C(=O)c2cc(S(=O)(=O)N3CCOCC3)ccc2Cl)c(=O)[nH]c1=O	/	/	?	0%	/	-3%
COc1nc(NCCc2ccc(OC)c(OC)c2)nc(NC(C)(C)CO)n1	-6%	-12	-28%	/	11	-2%
COc1ccc(CNCC(O)COc2cccc3c2OC(C)(C)C3)cc1 (configuration not stated)	1%	-7	?	?	1	-7%
CCN1CCN(CCOCCOc2ccccc2-c2ccccc2)CC1	18µM*	-10	-29%	?	-3	/
CC(=O)Nc1ccc2nc(CN3CCN(CC=C(C)C)C(CCO)C3)ccc2c1 (configuration not stated)	19%	24	11%	?	6	20µM*
O=C(c1ccc(F)cc1)N1CCN(C2CCCCC2)CC1	?	-6	-12%	-22%	0	2%
CCCc1nn(C)c(C(=O)Nc2cccc(Cl)c2)c1Cl	-1%	66*	137%[activator]	198%[activator]	50*	-2%
COc1ccc(NC(=O)CSc2nccc(C)n2)cc1	2%	2	46%[activator]	/	6	0%
COc1ccc(N2C(=O)CC(S/C(N)=N/N=C/c3ccnc4ccccc34)C2=O)cc1 (configuration not stated)	-6%	-15	16%	0%	-2	-1%
CCn1c(CSc2nc3ccccc3s2)nnc1SCC(=O)NCC(=O)OC	0%	7	11%	/	-2	5%

Entries shown so far containing an NH in an aromatic ring:
SMILES	Giardia FBPA inh	Shiga toxin inh	Pf growth 48h	Pf growth 96h	CHX counter	Sm TGR block
CC(C)CN(C(=O)CN(C)C(=O)c1ccco1)c1c(N)n(CC(C)C)c(=O)[nH]c1=O	/	/	?	11%	/	-2%
CCCCn1c(N)c(N(CC(C)C)C(=O)c2cc(S(=O)(=O)N3CCOCC3)ccc2Cl)c(=O)[nH]c1=O	/	/	?	0%	/	-3%

Going on with the list.
SMILES	Giardia FBPA inh	Shiga toxin inh	Pf growth 48h	Pf growth 96h	CHX counter	Sm TGR block
O=C(NCCCN1CCCC1=O)c1c(O)nc2ccccn2c1=O	9%	-4	14%	0%	-1	0%
Cc1nn(Cc2ccc([N+](=O)[O-])cc2)c(=O)n1-c1ccccc1	-9%	-18	40%[activator]	?	-1	-3%
CCc1nn(CCCC(=O)Nc2ccc(C)cc2C)c(=O)c2cc3occc3n12	-6%	-6	?	18%	1	-24%
O=C1C(Cc2ccccc2O)NC(=S)N1c1ccccc1 (configuration not stated)	0%	-6	6%	24%	-2	?
CC(=O)Nc1ccc(-c2csc(Nc3cccc(C)n3)n2)cc1	-7%	73*	155%[activator]	7%	50*	5%
CN(C(=O)COC(=O)COc1ccccc1F)C1CCS(=O)(=O)C1 (configuration not stated)	2%	-5	/	-4%	-2	2%[11.4 µM]
COc1ccc2c(c1OC)C[N+]1([O-])CCc3cc4c(cc3C1C2)OCO4 (configuration not stated)	9%	-6	?	4.1µM*	-3	9%
CCCN1Cc2cccc(C(=O)NCc3ccccc3OC)c2C1=O	-1%	-11	/	22%	1	-1%
O=S(=O)(c1ccc(-c2csc(-c3cccnc3)n2)cc1)N1CCCCC1	0%	-1	?	/	-1	-14%
O=c1c(Cl)c(NCc2ccc(F)cc2Cl)cnn1C12CC3CC(CC(C3)C1)C2	8%	-9	-6%	186%[activator]	-3	-34%
N=c1c2cn[nH]c2nc(SCC(=O)c2ccc(Br)cc2)n1-c1ccc(Br)cc1	1%	2	148%[activator]	7.4µM*	-2	2%
COc1ccc(NCc2nn(CC(=O)c3ccc(Br)cc3)c3[n+]2CCCCC3)cc1	-19%	32	1.9µM*	?	26	-14%
Cc1n[nH]c(C)c1C(=O)CC1(O)C(=O)N(CCc2ccccc2)c2ccc(Br)cc21 (configuration not stated)	0%	-11	-6%	?	-1	0%
CCOC(=O)Nc1nc(-c2ccc(F)cc2F)cs1	-2%	12*	106%[activator]	?	55*	-7%
CCOC(=O)C1(Cc2cccc(OC)c2)CCCN(Cc2cc(C(C)C)n[nH]2)C1 (configuration not stated)	8%	-3	?	?	6	4%
CCOc1ccc(Nc2cc(C)nc(-n3nc(C)cc3C)n2)cc1	13%	31	1.9µM*	?	-3	-4%
CCOC(=O)c1[nH]c2c(c1C)C(=O)CC(c1ccc(F)cc1)C2 (configuration not stated)	-4%	17	-11%	?	-1	-8%
COc1cc(OC)cc(C(=O)OCCCOC(=O)c2cc(OC)cc(OC)c2)c1	/	-24	5%	-4%	1	-11%
COCC(C)OC(=O)/C(C#N)=C\c1coc2ccc(C)cc2c1=O (configuration not stated)	3%	14	77%[activator]	26%	7	18µM*
NC(=O)C1CCN(C(=O)C(=O)c2cn(CC(=O)N3CCCCCC3)c3ccccc23)CC1	4%	-3	?	?	10	10%
COC(=O)c1ccc(NC(=O)c2snnc2-c2ccccc2)cc1	0%	-12	-4%	?	7	-1%
CCc1nnc(NC(=O)c2cccc(S(=O)(=O)N(C)c3ccc(OC)cc3)c2)s1	7%	-11	21%	0%	-2	2%
CN(C)CCCN(Cc1cc2cc3c(cc2[nH]c1=O)OCO3)C(=S)Nc1ccccc1	-3%	31*	?	?	14	/
CCCCn1c(N)c(N(CCC(C)C)C(=O)COC(=O)c2ccccc2)c(=O)[nH]c1=O	2%	-4	-6%	11%	-1	-2%
C=CCNC(=S)N(Cc1ccccc1)Cc1ccc(F)cc1	1%	-6	?	-5%	-3	13%

(more compounds)
SMILES	Giardia FBPA inh	Shiga toxin inh	Pf growth 48h	Pf growth 96h	CHX counter	Sm TGR block
Cc1ccccc1C(=O)N1CCC(C(=O)Nc2cc(C(F)(F)F)ccc2N2CCCC2)CC1	/	/	-24%	10µM*	/	-9%
COc1ccc(CN(C)CC(=O)Nc2ccccc2C(F)(F)F)c(OC)c1	-28%	7	10%	62%[activator]	-3	3%
CC(=O)N1CCN(C(=S)NC(=O)c2c(-c3ccccc3Cl)noc2C)CC1	16µM*	15	8%	?	-1	-1%
O=C(CSc1nnc(COc2cccc3ccccc23)o1)N1CCN(C(=O)c2ccco2)CC1	-5%	4	?	72%[activator]	-3	-1%
CCSc1nnc(N(CCC#N)CCC#N)s1	0%	-48	-17%	/	-10	0%
Cc1ccc(OCCNC(=O)C2CC(=O)N(c3ccc(C)cc3)C2)cc1 (configuration not stated)	1%	-10	/	10%	-2	-24%
COc1ccc(OCC(=O)NC2CC(C)(C)NC(C)(C)C2)cc1	-5%	59	46%[activator]	?	31*	-1%
Cc1cc(C)cc(N2C(=O)c3nccnc3C2=O)c1	0%	1	13%	12µM*	-4	-7%
O=S(=O)(Nc1cc(F)ccc1F)c1cccc2nonc12	-17%	11	-10%	7%	2	?
Cc1cc(C)nc(-n2nc(C)c(Sc3ccc(F)cc3)c2N)n1	-9%	100*	?	5%	39*	-27%
Cc1cccc(OCCCC(=O)NNC(=O)c2ccc(F)cc2)c1	/	/	?	58%[activator]	/	-12%
O=C(NNC(=O)C1CCC1)c1ccccc1	/	/	34%[activator]	12%	/	50%[activator]
O=C(/C=C\c1ccco1)Nc1cc([N+](=O)[O-])ccc1F	3%	8	50%[activator]	32%	-1	?
O=C(Nc1cccc(C(=O)N2CCCCC2)c1)c1ccccc1Br	/	2	-16%	?	-1	1%
Cc1ccc(NC(=O)c2ccc(S(=O)(=O)NCc3ccco3)cc2)nc1	/	/	54%[activator]	58%[activator]	/	-4%
Cc1cc(OCC(=O)Nc2nnc(C3CC3)s2)ccc1C(C)C	/	/	8%	20%	/	5%
CC(C)CNC(=O)/C=C/C(=O)O	0%&6%	-15&15	0%&-3%	27%&60%	-4&4	-9%&17%
Cc1ccc(-c2c[n+](CC(=O)OCc3ccccc3)c3n2CCC3)cc1	2%	-3	20%	16%	-2	-18%
OC1(C2(O)CC(c3ccccc3)ON2)CCCCC1 (configuration not stated)	2%	-9	-22%	?	-4	?
Cc1c(Cl)cccc1NC(=O)CSc1nc(=O)n(CCCN2CCOCC2)c2c1CCC2	/	/	?	?	/	1%
O=C(/C=C/NNC(=O)c1ccccc1)c1ccc([N+](=O)[O-])cc1	-8%	87*	57%[activator]	?	38*	-2%
O=C1c2ccccc2NC(c2cccc(O)c2)N1Cc1ccco1 (configuration not stated)	6%	-5	0%	?	-3	32µM*
COc1ccc(OC)c(C(=O)c2coc3ccc(OC)cc23)c1	-2%	-7	8%	11%	-2	19%
CC(C)(C)c1ccc(-n2nc(C#N)c(Cl)cc2=O)cc1	-5%	-22	-17%	?	-17	8.9µM*
COc1cc(C(=O)NC2CC(C)(C)NC(C)(C)C2)cc(OC)c1OC	1%	-7	-15%	?	1	3%
CCC(C)N1C(=O)/C(=C\c2ccc(N3CCCCCC3)cc2)C(=O)NC1=S (configuration not stated)	-6%	-8	9%	15%	-1	?
COc1ccc(N2CCN(C(=O)c3ccc(Cn4nc(C)c([N+](=O)[O-])c4C)o3)CC2)cc1	-2%	-6	?	?	-4	-31%
O=C(Nc1ccc2c(c1)OCO2)c1cnn2cccnc12	-1%	74*	283%[activator]	/	49*	6%

Random excerpt: three records from the list, in no set order.
SMILES	Giardia FBPA inh	Shiga toxin inh	Pf growth 48h	Pf growth 96h	CHX counter	Sm TGR block
COc1ccc(CN(C)CC(=O)Nc2ccccc2C(F)(F)F)c(OC)c1	-28%	7	10%	62%[activator]	-3	3%
Cc1c(Cl)cccc1NC(=O)CSc1nc(=O)n(CCCN2CCOCC2)c2c1CCC2	/	/	?	?	/	1%
O=C(/C=C\c1ccco1)Nc1cc([N+](=O)[O-])ccc1F	3%	8	50%[activator]	32%	-1	?

Assay outcomes: PubChem BioAssay, National Center for Advancing Translational Sciences (NCATS)
